a7 integrin act: qHTS for Activators of Integrin-Mediated Alleviation for Muscular Dystrophy; alpha7betagal myoblasts, beta-gal FDG fluorescence, 48 h; Potency, µM (titrated, usually from 38.3 µM), for inactives: at the top dose activation, most hits filed as activators; actives 0.064% (n = 350,000);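 further: potency means the concentration at half of the fitted maximal effect; 100% = response of the positive control SU9516; nearly all actives have a fitted effect of over 60% in size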
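alpha7betagal+/- myoblasts (passage 13, 250/well) treated 48 h at 37C with compounds at 1:260 dilution of DMSO stock. Lysed, then beta-galactosidase activity read as FDG fluorescence (ex 480/em 540) after 30 min, with pre-read for autofluorescence.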
TCR activator: Activators of T cell receptors: qHTS campaign; primary human leukocytes, anti-CD3, IL-2 HTRF, 48 h; Potency, µM (series often up to 9.22 µM), without a hit: at the highest dose activation of IL-2 secretion, actives largely listed as activators; 330,000 tested, under 10 active; AID 504894, 2011; further: % of control where 0% means no effect
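Activity was scored as IL-2 release from primary human leukocytes given only a TCR signal (a-CD3 beads) plus compound for 48 hr. Detection used a two-antibody HTRF format read at 665nm.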
ELG1 DNA repair: qHTS screen for small molecules that inhibit ELG1-dependent DNA repair in human embryonic kidney (HEK293T) cells expressing luciferase-tagged ELG1 | HEK293T ELG1-luciferase reporter, luminescence, 16 h; DNA damage induced by 5-fluorouridine | Potency, µM (series often up to 46.1 µM), for the others: at the top dose activity change, negative = inhibition, actives largely listed as inhibitors | actives 2.3% (n = 330,000); further: potency means the concentration at half of the fitted maximal effect; on the % scale 0 is the no-effect control and ±100 the full control effect; nearly all actives have a fitted effect of over 55% in size
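In this reporter screen, reduction of luminescence relative to DMSO vehicle indicated activity. Compounds and 5-fluorouridine were added together to 2,000 cells per well, incubated for 16 hr at 37 °C, then developed with ONE-Glo.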
A-T KAP1 phos: qHTS Assay for Identifying a Potential Treatment of Ataxia-Telangiectasia | […] A-T fibroblasts, KAP-1 phosphorylation AlphaLISA; neocarzinostatin DNA damage 30 min before lysis | actives 0.19% (n = 320,000) | Potency, µM (highest dose often 57.5 µM), without a hit: at the highest dose activation, usual class: activators; further: potency means the concentration at half of the fitted maximal effect; % of control where 0% means no effect; nearly all actives have a fitted effect of over 45% in size
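ATM-like activity read as KAP-1 phosphorylation via AlphaLISA donor/acceptor antibody pairs after lysis and 6 hr at 25C. Cells were ATM-null patient fibroblasts ([…], hTERT), dosed 60 min, then exposed to the DSB inducer NCS for 30 min.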
PTAP TSG101 blk: qHTS Assay for Iinhibitors of HIV-1 Budding by Blocking the Interaction of PTAP/TSG101 | Fluorescence polarization, FITC-PTAP peptide / Tsg101 binding | 340,000 tested, under 10 active | Potency, µM (titrated, usually from 115 µM), without a hit: at the highest dose activity change, negative = inhibition, usual class: inhibitors; active means well fitted inhibition curve with a large enough effect in the main read-out, with a control signal flat, not every such curve was filed as active; inconclusive means small, poorly fitted or top-dose-only effect, or effect the other way, or a change in a side signal; inactive means no such curve, though single readings can be large or run the other way; further: potency means the concentration at half of the fitted maximal effect; % of control where 0% means no effect
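Tsg101 binding domain (10 uM final) was mixed with compound and a FITC-labeled PTAP peptide (50 nM final) in HEPES pH 7.5 buffer with NaCl, Tween 20, EDTA and TCEP; fluorescence polarization was read after 20 min at r.t.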
Eya2 inh: qHTS Assay for Inhibitors of the Phosphatase Activity of Eya2; recombinant Eya2, OMFP fluorescence dephosphorylation (OMFP is methylfluorescein phosphate); Potency, µM (top dose mostly 76.9 µM), inactives show at the top dose activity, negative = inhibition, most hits filed as inhibitors; actives 0.006% (n = 330,000); AID 488837, 2010; further: potency means the concentration at half of the fitted maximal effect; on the % scale 0 is the no-effect control and ±100 the full control effect
Target sequence (O00167 whole entry, looked up): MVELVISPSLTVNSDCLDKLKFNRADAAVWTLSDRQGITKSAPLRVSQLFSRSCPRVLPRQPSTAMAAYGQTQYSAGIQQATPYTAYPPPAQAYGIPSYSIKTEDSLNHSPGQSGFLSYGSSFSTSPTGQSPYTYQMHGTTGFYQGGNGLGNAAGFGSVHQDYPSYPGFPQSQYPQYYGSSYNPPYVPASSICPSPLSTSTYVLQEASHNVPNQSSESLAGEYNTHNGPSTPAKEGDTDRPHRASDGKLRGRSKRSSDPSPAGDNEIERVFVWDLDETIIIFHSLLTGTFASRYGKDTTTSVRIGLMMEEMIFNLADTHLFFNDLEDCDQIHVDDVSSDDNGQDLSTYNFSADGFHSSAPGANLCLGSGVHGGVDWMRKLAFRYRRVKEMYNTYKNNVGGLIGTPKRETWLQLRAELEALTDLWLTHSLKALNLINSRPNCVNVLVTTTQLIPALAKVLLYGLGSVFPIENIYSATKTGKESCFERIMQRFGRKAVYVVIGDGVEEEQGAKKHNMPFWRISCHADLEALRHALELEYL
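Eya2 protein (added as 0.2 uM solution) was preincubated with compound for 10 min at ambient temperature in 50 mM HEPES pH 7.5, 50 mM NaCl, 5 uM MgCl2, 0.05% BSA, 1 mM DTT. OMFP (added at 50 uM) then reacted 10 min; fluorescence read at 485/525 nm.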
BCR signal inh: qHTS Assay to Find Inhibitors of Chronic Active B-Cell Receptor Signaling; actives 0.05% (n = 340,000); AID 493014, 2011; ABC-DLBCL IkBa-CBG/CBR reporter, luminescence ratio, 4 h; Potency, µM (highest dose often 46.1 µM), for inactives: at the highest dose ratio change, negative = lower green/red ratio, usual class: inhibitors; active means well fitted inhibition curve with a large enough effect in the signal ratio, with a control signal flat, not every such curve was filed as active; inconclusive means small, poorly fitted or top-dose-only effect, or effect the other way, or a change in a side signal; the % refers to the signal ratio;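 further: potency means the concentration at half of the fitted maximal effect; plate controls were basal doxycycline-induced cells for no effect and cells given 10 µM MG132 for full effect; MG132 reads +100%, hits lower the ratio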
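Compounds up to 46 uM were incubated four hours with TMD8 cells whose green CBG68 luciferase is fused to IkappaBalpha; red CBR luminescence normalised the signal, and concentration-effect curves were fitted to fusion, red and ratio data.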
TSHR antag: Antagonists of the Thyroid Stimulating Hormone Receptor: HTS campaign; Thyrotropin receptor (Homo sapiens), P16473; TSHR-expressing cells, TSH-stimulated cAMP HTRF, 2 h; stronger effect = lower value; activity change, negative = inhibition, % at 11.5 µM; actives 0.2% (n = 330,000);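 active means activity change below a set negative limit, meaning inhibition stronger than a set level, cut at about -70% in these data; inconclusive means activity change between two set negative limits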; further: on the % scale 0 is the no-effect control and ±100 the full control effect
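Read-out is FRET at 665 nm (cryptate excitation 337 nm) from a cryptate-tagged anti-cAMP antibody, competed by cell cAMP against cAMP-d2. Compounds are tested on freshly harvested TSHR cells challenged with 4nM TSH (EC80) for 2 hours at 37 deg C.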
Mito fusion yeast: qHTS Assay for Small Molecule Inhibitors of Mitochondrial Division or Activators of Mitochondrial Fusion | S. cerevisiae fusion-defective mutant growth rescue, CellTiterGlo 48 h | Potency, µM (top dose mostly 46.1 µM), for the others: at the top dose growth rescue (activation), usual class: activators | actives 0.23% (n = 320,000) | AID 485298, 2010;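 further: potency means the concentration at half of the fitted maximal effect; % of control where 0% means no effect; nearly all actives have a fitted effect of over 45% in size; temperature-sensitive fusion mutants such as fzo1-1 at 37 °C on non-fermentable ethanol glycerol medium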
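Yeast fusion mutant, YPEG (non-fermentable carbon), compound, 48 h at 37C non-permissive; CellTiterGlo added, 10 min RT, luminescence read. Rescued growth = division inhibition.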
Tb PFK block: qHTS Assay to Find Inhibitors of T. brucei phosphofructokinase | ATP-dependent 6-phosphofructokinase (Trypanosoma brucei brucei), O15648 | actives 0.17% (n = 330,000) | T. brucei PFK, ADP-Glo luminescence | Potency, µM (highest dose often 57.5 µM), for inactives: at the highest dose activity, negative = inhibition, actives largely listed as inhibitors;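 further: potency means the concentration at half of the fitted maximal effect; 0% = uninhibited 1x PFK enzyme wells and -100% = no-enzyme wells; nearly all actives have a fitted effect of over 60% in size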
Target sequence (O15648 whole entry, looked up): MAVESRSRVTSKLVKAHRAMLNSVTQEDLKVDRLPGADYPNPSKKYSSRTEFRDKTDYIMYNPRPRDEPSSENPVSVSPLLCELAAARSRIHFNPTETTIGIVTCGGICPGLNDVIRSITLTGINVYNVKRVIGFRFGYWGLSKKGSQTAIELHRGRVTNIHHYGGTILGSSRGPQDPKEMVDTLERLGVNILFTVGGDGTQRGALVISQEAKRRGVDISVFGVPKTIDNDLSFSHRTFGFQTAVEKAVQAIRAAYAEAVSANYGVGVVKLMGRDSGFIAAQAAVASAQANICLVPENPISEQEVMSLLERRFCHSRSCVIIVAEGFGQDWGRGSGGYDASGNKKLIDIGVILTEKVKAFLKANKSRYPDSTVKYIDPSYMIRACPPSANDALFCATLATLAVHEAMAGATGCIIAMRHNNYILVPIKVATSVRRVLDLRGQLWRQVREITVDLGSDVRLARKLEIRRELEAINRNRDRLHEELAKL
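ADP-Glo luminescence quantified ADP after 45 min at room temperature, with 1.25 nM T. brucei PFK, 0.1 mM ATP and 0.5 mM fructose-6-phosphate in pH 8.0 TEA buffer. qHTS titrations up to 57 µM; curves classified by quality.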
ASM inhibitor: Inhibitors of Secretory Acid Sphingomyelinase (S-ASM): qHTS; Sphingomyelin phosphodiesterase (Homo sapiens), P17405; placental ASM, HMU-PC fluorogenic substrate, 60 min; Potency, µM (titrated, usually from 57.5 µM), without a hit: at the highest dose activity change, negative = inhibition, hits mostly inhibitors; actives 0.006% (n = 340,000); further: potency means the concentration at half of the fitted maximal effect
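Human placenta-derived ASM preincubated with compound 10 min at room temperature, then reacted with 9 uM (final) fluorogenic HMU-PC substrate for 60 min at 37 C. Stop solution raises pH to 10; fluorescence read at Ex 386/Em 447 nm.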
* hit, by the source's call; ? = inconclusive; · = no result given; [ ] = remark or other dose. Unless noted, the call rests on the fitted dose curve; in most records, active means well fitted curve in the direction sought with a large enough effect; inconclusive means small, poorly fitted or top-dose-only effect, or another doubt; inactive means no such curve, though single readings can be large; an effect the other way counts as inactive or inconclusive.

Results follow in this order: a7 integrin act	TCR activator	ELG1 DNA repair	A-T KAP1 phos	PTAP TSG101 blk	Eya2 inh	BCR signal inh	TSHR antag	Mito fusion yeast	Tb PFK block	ASM inhibitor
1) CSc1ccc(CN2CCN(C(C)C)C(CCO)C2)cc1 (centres undefined)
    -6%	5%	6%	2%	-2%	0%	-5%	6	3%	0%	2%
2) Cc1ccc(-n2nnnc2SCC(=O)NC2CC2)cc1C
    -6%	2%	14%	0%	-1%	-1%	1%	26	1%	2%	3%
3) O=C1C(=O)N(c2ccccn2)C(c2cccc([N+](=O)[O-])c2)/C1=C(/O)c1ccc(Br)cc1 (centres undefined)
    -12%	11%	-3%	1%	-2%	14%	-1%	11	2%	4%	4%
4) COc1ccc2oc(=O)c(C(=O)NCc3ccc(F)cc3)cc2c1
    14%	·	-14%	-12%	0%	7%	-3%	0	3%	0%	114%[activator]
5) Cc1ccc(S(=O)(=O)NC(C)C(=O)NC2CCCCCC2)cc1 (centres undefined)
    0%	4%	8%	-1%	-3%	-37%	10%	6	-6%	8%	-1%
6) Cc1cc(C(=O)CN2CCCC(C)C2)c(C)n1-c1ccc(F)cc1 (centres undefined)
    -18%	1%[46.1 µM]	?	-4%	0%	-5%	-18%	9	2%	-8%	3%
7) O=C(Nc1cccc([N+](=O)[O-])c1)ONC1=NCCCCC1
    5%	-6%	7%	-2%	-2%	-14%	?	-9	-7%	-16%	-4%
8) CCOc1ccc(OCC)c(NS(=O)(=O)c2ccc3c(c2)n(C)c(=O)c(=O)n3C)c1
    -29%[7.66 µM]	2%	7%	2%	0%	12%	1%	13	6%	-20%	2%
9) CC(C)(C)OC(=O)N1CCC(NC(=O)c2[nH]cnc2C(=O)Nc2ccon2)CC1
    -21%	4%	?	3%	·	1%	11%	-11	-36%[inhibitor]	-6%	0%
10) NC(=O)NC(=O)C(c1ccccc1)N1CCN(S(=O)(=O)Cc2ccccc2)CC1 (centres undefined)
    24%	-1%	12%	2%	-3%	-10%	?	16	-2%	2%	4%
11) Cc1ccc2c(c1)C(=O)CC(O)(C(F)(F)F)O2 (centres undefined)
    -4%	-3%	3%	3.5µM*	1%	11%	4%	21	-5%	0%	-1%
12) CC1=CCC2C(=O)N(c3cccc(C(=O)Nc4ccc(Cl)cc4)c3)C(=O)C2C1 (centres undefined)
    -28%	-2%	-12%	-4%	-1%	-11%	?	9	5%	1%	?
13) CCC(C)NCCCOc1c(C)cc(C)cc1Br (centres undefined)
    -54%[inhibitor]	-8%[46.1 µM]	-9%	0%	-1%	-9%	-6%	11	-11%	2%	6%
14) Cc1ccc(Nc2c(-c3ccco3)nc3nc(C)cc(C)n23)cc1
    -8%	-1%	5%	8%	-1%	4%	6%	7	3%	-19%	-1%
15) COc1ccc(NC(=S)N2CCCN(Cc3cccc(Cl)c3)C2)cc1
    -32%[inhibitor]	1%	4%	·	-5%	-7%	1%	16	3%	-17%	-1%
16) COc1ccccc1C1(CC(=O)Nc2nccs2)CCOC(C(C)C)C1 (centres undefined)
    -18%[7.66 µM]	·	?	5%	-2%	-13%	?	-33	5%	-2%	-7%
17) O=S(=O)(c1ccccc1)[C@@]1(c2ccc(Br)cc2)C[C@@H]2ON=C(c3ccccc3)[C@@H]2C1
    -19%	3%	22%	12%	·	21%	-3%	32	21%	0%	-2%
18) O=C(COC(=O)CCC(=O)c1ccc(F)cc1)NC1CCCCC1
    -3%	4%[46.1 µM]	?	18%	-7%	-2%	1%	-11	·	1%	0%
19) COc1cc(C(=O)NC2CCN(Cc3nnnn3Cc3ccc(F)cc3)CC2)cc(OC)c1OC
    6%	-4%	?	-3%	-1%	2%	?	6	19%	-19%	-6%
20) O=C(CCCN1C(=O)c2ccccc2C1=O)N1CCOCC1
    22%	3%	-2%	-2%	-2%	2%	-4%	-7	3%	-3%	1%
21) Cc1cccc(C)c1OCC(O)CNS(=O)(=O)c1ccccc1C(=O)N1CCCCC1 (centres undefined)
    -17%	-4%[46.1 µM]	16µM*	5%	0%	-5%	-16%	-9	4%	4%	-3%
22) Cc1cc(C)c(C)c(OCCCCN2CCCCC2)c1
    -15%	5%	5%	9%	-2%	3%	-3%	57	1%	0%	0%
23) CN(Cc1ccccc1)C(=O)c1ccc(NC(=O)Cc2cccc(NC(=O)C3CCCN(C(=O)C4CCC4)C3)c2)cc1 (centres undefined)
    -22%	-4%	?	-9%	-7%	-10%	-1%	-2	3%	4%	-5%
24) Cc1ccc(NC(=S)NNC(=O)c2cccc([N+](=O)[O-])c2)cc1Cl
    -15%	-5%	?	-5%	1%	-6%	?	-21	7%	0%	-10%
25) CC(=O)COc1coc(CN2CCN(c3ccc(F)cc3)CC2)cc1=O
    20%	2%	7%	16%	-2%	12%	-3%	8	0%	1%	-2%
26) O=C(Nc1ccccc1Cl)N1CCn2c(nc3ccccc32)C1
    9%	0%	14%	·	3%	15%	?	-1	0%	-8%	-4%
27) CCOC(=O)Cc1csc(NC(=O)CSc2nc(C)cc(C)n2)n1
    -15%	-3%	?	4%	-1%	-29%	3%	-10	·	-6%	0%
28) COc1ccc(C2CCCCCN2Cc2nc3ccccc3c(=O)n2CC(N)=O)cc1 (centres undefined)
    -13%	8%	4%	-2%	-1%	-3%	7%	-6	0%	0%	0%
29) O=C(CCN1CCCCC1)NNC(=O)C12CC3CC(CC(C3)C1)C2
    -8%	·	-10%	-3%	-1%	2%	-1%	11	2%	-2%	2%
30) O=C(Cc1ccccc1)Nc1nnc(-c2ccco2)s1
    15%	18%	?	-3%	0%	4%	13%	-3	1%	-6%	6%
31) Cn1c(SCc2ccc([N+](=O)[O-])cc2)nc2c(c1=O)SCC2
    24%	-2%	?	-2%	2%	-3%	-14%	-5	-3%	-17%	2%
32) CCOc1ccc(C(=O)c2ccncc2)cc1
    1%	-2%	2%	9%	0%	-16%	?	-14	0%	-1%	1%
33) Cc1ccc(C(=O)NC2CCN(C(=O)Nc3ccccc3)CC2)cc1
    12%	3%	14%	1%	-7%	3%	-14%	-1	-5%	1%	0%
34) C[C@H]1CN([C@@H](C)CO)C(=O)Cc2cc(NC(=O)C3CC3)ccc2O[C@H]1CN(C)Cc1ccc(Oc2ccccc2)cc1
    -34%	1%	?	9%	-5%	-7%	?	0	·	1%	-7%
35) O=C(O)CC12C[C@H]3C[C@@H](C1)CC(n1ncc(N4CCN(c5ccccc5)CC4)c(Cl)c1=O)(C3)C2
    28%	-6%[46.1 µM]	21%	-4%	3%	-2%	1%	3	-1%	9%	-6%
